V1R ag counter: counter-screen for oxytocin receptor agonists: human V1a receptor agonists; CHO-V1R cells, Fluo-8 calcium fluorescence, agonist mode; 0% DMSO, 100% 3 nM vasopressin; activation, % at 3 µM; 320,000 compounds, 0.25% hits; AID 2797;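 active = activation above the mean activation of all tested compounds plus 3 SD, per screening run, cut at about 20% in these data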;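 also: signal is peak over basal fluorescence ratio across a 100 second FLIPR read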
CHO parental Ca: counter-screen for OX1R antagonists: effect in parental CHO cells | inhibition, % at 5.6 µM | parental CHO-K1, ATP-induced calcium, Fluo-8 fluorescence | 330,000 compounds, 0.63% hits | AID 463079;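 active = inhibition above that plate's mean sample inhibition plus 3 SD, cut at about 26% in these data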;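 also: 0% = ATP-challenged DMSO wells and 100% = DMSO wells without ATP; some compounds past the cut are filed as inactive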
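Test system: untransfected parental CHO cell line. Compound: one dose, 5.6 µM nominal. Detection: intracellular calcium via Fluo-8 no-wash fluorescent dye. Measure: % inhibition. Benchmarks: ATP-challenged DMSO wells low, unchallenged DMSO wells high.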
CHO-K1 Ca antag: nonselective inhibitor or artifact in parental CHO-K1 cells; ATP-induced calcium, Fluo-8 fluorescence; inhibition, % at 3 µM; 360,000 compounds, 0.6% hits; AID 602250;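 active = inhibition above a per-plate cutoff, the plate's mean sample inhibition plus 3 SD, cut at about 24% in these data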;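 also: 0% = DMSO plus EC80 ATP and 100% = DMSO alone without ATP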
M1 ag parental: M1 agonist counterscreen hit in parental CHO-K1 cells; Fluo-8 calcium fluorescence; scaled to maximal ATP response, vehicle zero; activation, % at 3 µM; 360,000 compounds, 0.48% hits; in the data active = activation above about 15%;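 also: untransfected CHO-K1 host cells lacking M1 receptor as counterscreen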
CHO-K1 Ca PAM: M1 PAM counterscreen hit in parental CHO-K1 cells. 360,000 compounds, 0.02% hits. ATP EC20, Fluo-8 calcium fluorescence; 0% at ATP EC20, 100% at ATP max. activation, % at 3 µM. AID 602247;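 active = activation above the run cutoff, the mean activation of all test compounds plus 3 SD, cut at about 40% in these data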;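 also: peak over basal fluorescence ratio in a 140 s read after ATP addition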
GPR7 antag: human neuropeptides B/W receptor 1 antagonism | GPR7-expressing cells, fluorescence antagonist assay | AID 1861 | 290,000 compounds, 1.1% hits | inhibition, % at 4.4 µM; in the data active = inhibition above about 16%, passing the limit was not always enough;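 also: cells stimulated with the agonist NPW; 0% = agonist with vehicle and 100% = vehicle without agonist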
Target sequence (P48145 whole entry, looked up): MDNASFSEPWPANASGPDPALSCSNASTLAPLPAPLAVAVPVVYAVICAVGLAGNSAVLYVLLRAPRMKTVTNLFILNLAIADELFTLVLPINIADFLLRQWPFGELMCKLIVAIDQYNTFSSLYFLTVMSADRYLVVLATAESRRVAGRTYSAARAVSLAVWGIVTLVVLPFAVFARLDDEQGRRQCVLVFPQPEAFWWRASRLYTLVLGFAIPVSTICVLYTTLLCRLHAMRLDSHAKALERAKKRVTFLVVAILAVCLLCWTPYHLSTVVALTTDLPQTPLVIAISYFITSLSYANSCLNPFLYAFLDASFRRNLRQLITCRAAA
TAAR1 antagonist: antagonists of human TAAR1. Q96RJ0. CHO RD-HGA16 TAAR1, Fluo-8 calcium fluorescence, antagonist. inhibition, % at 3 µM. 360,000 compounds, 1.5% hits;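 active = inhibition above a per-plate cutoff, the mean inhibition of test compounds on that plate plus 3 SD, cut at about 49% in these data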;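 also: 0% = DMSO plus EC80 beta-PEA response and 100% = DMSO alone without agonist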
Target sequence (Q96RJ0 whole entry, looked up): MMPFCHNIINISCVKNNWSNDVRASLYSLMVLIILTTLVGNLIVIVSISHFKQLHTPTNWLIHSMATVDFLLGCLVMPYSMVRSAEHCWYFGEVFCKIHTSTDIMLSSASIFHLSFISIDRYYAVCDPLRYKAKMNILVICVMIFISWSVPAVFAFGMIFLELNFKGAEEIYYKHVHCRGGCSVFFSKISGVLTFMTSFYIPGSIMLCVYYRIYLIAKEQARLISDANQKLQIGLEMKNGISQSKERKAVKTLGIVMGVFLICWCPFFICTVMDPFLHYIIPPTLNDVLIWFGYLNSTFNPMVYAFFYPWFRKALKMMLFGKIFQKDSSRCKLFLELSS
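test system = CHO RD-HGA16 cells bearing hTAAR1 | replication = singlicate | controls = DMSO-only wells and EC80 β-PEA-stimulated wells | reagent = EC80 β-phenethylamine stimulus | read-out basis = percent inhibition of PEA-evoked calcium signal, max/basal emission ratio | schedule = seeding 17-24 h prior, 75-min 37 °C, 30-min RT dye loading | signal = kinetic Fluo-8 calcium fluorescence measurement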
OXTR ag: activates the human oxytocin receptor. P30559. activation, % at 3 µM. 320,000 compounds, 0.32% hits. CHO-OTR cells, Fluo-8 calcium fluorescence; normalized: DMSO 0%, oxytocin 100%;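 active = activation above the mean of all tested compounds plus 3 SD, cutoff set per screening run, cut at about 20% in these data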;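 also: peak over basal fluorescence ratio from a 100 s FLIPR kinetic read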
Target sequence (P30559 whole entry, looked up): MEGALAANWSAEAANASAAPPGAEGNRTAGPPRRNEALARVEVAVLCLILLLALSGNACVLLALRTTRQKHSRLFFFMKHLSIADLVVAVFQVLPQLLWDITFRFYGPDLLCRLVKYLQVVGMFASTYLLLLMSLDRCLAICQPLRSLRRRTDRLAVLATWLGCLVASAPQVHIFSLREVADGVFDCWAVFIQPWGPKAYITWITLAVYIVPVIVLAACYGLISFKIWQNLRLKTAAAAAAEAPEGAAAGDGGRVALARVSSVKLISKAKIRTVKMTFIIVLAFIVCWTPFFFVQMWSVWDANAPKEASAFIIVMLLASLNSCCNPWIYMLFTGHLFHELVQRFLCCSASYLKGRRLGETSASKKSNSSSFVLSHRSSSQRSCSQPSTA
OXTR potentiator: potentiators of human oxytocin receptor; P30559; AID 2445; activation, % at 3 µM; 320,000 compounds, 0.061% hits; CHO-OTR cells, Fluo-8 calcium fluorescence, potentiator mode; 0% = oxytocin EC15, 100% = EC100;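 active = activation above that plate's cutoff, the mean activation of tested compounds plus 3 SD, cut at about 6.6% in these data, passing the limit was not always enough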;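 also: 100% uses oxytocin at 75 nM as the full agonist control; some results filed as inactive read as strong as hits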
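System: human OTR in CHO cells; Also added: sub-maximal oxytocin, roughly EC15; Timing: compound 6 min at room temperature before oxytocin, 100 s read; Technique: Fluo-8 intracellular calcium fluorescence, ex 470-495, em 515-575 nm; Controls: oxytocin EC15 low and EC100 high; Replication: singlicate.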
The depositor's hits bear a star; . = not tested or not shown.

SMILES	V1R ag counter	CHO parental Ca	CHO-K1 Ca antag	M1 ag parental	CHO-K1 Ca PAM	GPR7 antag	TAAR1 antagonist	OXTR ag	OXTR potentiator
CC1CCCCN1S(=O)(=O)c1ccc(C(=O)Nc2nnc(-c3ccco3)o2)cc1 (stereo unspecified)	0.3	-22.4	-5.5	-0.1	3.4	5.2	5.2	-1.2	-0.6
COc1cc(S(=O)(=O)NCC2OCCc3ccccc32)ccc1-n1cnnn1 (stereo unspecified)	5.5	-1.9	8.5	3.8	-9.4	-1.9	8.6	5.9	-12.5
COc1ccc(NC(=O)c2cn(-c3ccccc3)nc2SC)cc1	0.0	-20.9	-8.6	2.2	11.2	0.2	-11.6	-2.7	1.2
O=C(COC(=O)/C=C/c1ccc(Cl)cc1Cl)Nc1cc(C(F)(F)F)ccc1N1CCOCC1	-0.5	1.9	-13.2	-0.4	16.4	-1.2	-2.5	0.2	-0.7
CC(=O)Nc1cccc(OC(=O)N2CCOCC2)c1	0.6	1.8	-15.5	0.0	16.8	-9.4	-1.7	-0.5	-11.5
O=C1COc2ccc(C(=O)COC(=O)c3ccc(S(=O)(=O)C(F)F)cc3)cc2N1	8.1	-4.3	10.4	3.1	-13.2	.	21.9	7.1	-12.8
COc1cccc(S(=O)(=O)N(C)C[C@@H]2OCc3cnnn3CCCC(=O)N([C@@H](C)CO)C[C@@H]2C)c1	.	.	-5.6	0.3	6.2	.	-14.5	.	.
COc1ccc(NC(=O)Nc2ccc3c(c2)C(=O)N([C@H](C)CO)C[C@H](C)[C@@H](CN(C)C(=O)Nc2ccc(C(F)(F)F)cc2)O3)cc1	0.9	-5.4	-10.0	0.2	25.2	.	-26.5	1.4	1.7
Cc1ccc2c(CC(=O)NCC3COc4ccccc4O3)coc2c1 (stereo unspecified)	-0.8	-16.1	-0.4	0.3	14.4	-2.4	-8.1	0.4	-7.7
Cc1ccccc1NC(=O)c1sc(Cl)nc1-c1ccccc1	-1.4	-39.8	0.4	-0.4	-0.1	-4.7	-12.6	-2.3	-16.7
CCNC(=S)NNC(=O)c1cccs1	-0.4	-5.8	12.0	-0.2	-6.8	-8.3	-5.5	-0.5	-9.9
Nc1c(C(=O)OCC2CCCO2)c2nc3ccccc3nc2n1C1CCCC1 (stereo unspecified)	-1.1	-8.1	-15.9	0.8	13.8	-6.0	7.1	-0.8	-10.8
COc1ccc(Br)cc1CNc1ccc(S(N)(=O)=O)cc1	3.8	8.8	13.7	-0.4	-10.5	14.8	4.8	1.2	-8.8
O=C(CN(c1cccc([N+](=O)[O-])c1)S(=O)(=O)c1ccccc1)N(Cc1ccccc1)Cc1ccccc1	1.7	-2.8	8.2	0.1	6.3	-3.9	24.4	1.2	-5.7
O=C(NCc1ccc(Cl)cc1)C1CCCN1C(=O)Nc1ccccc1 (stereo unspecified)	0.5	-7.4	0.9	0.6	-9.2	-7.4	-7.0	-0.3	1.1
COc1cc(C)nc(-c2csc(C)n2)n1	-0.5	-7.2	2.8	0.0	-22.7	-2.4	-15.5	-1.4	-3.0
O=C(NC(=S)Nc1cccc2ncccc12)c1cccs1	0.9	-10.6	-12.3	4.1	16.3	-6.9	20.4	0.0	-7.4
O=C1/C(=C/c2cccc(Br)c2)SC(=S)N1CCC(=O)N(CCO)c1ccccc1	0.6	38.5*	-5.4	6.5	15.0	-15.9	8.6	-1.1	-21.4
Cc1cc(C)cc(NC(=O)c2ccc(Cn3nc(C)c(Cl)c3C)o2)c1	10.7	-8.3	-7.2	2.5	11.4	16.2	54.4*	10.9	-15.9
COCCn1nnnc1C(c1ccc2ncccc2c1)N1CCN(c2ccccc2F)CC1 (stereo unspecified)	1.3	-5.9	-10.1	0.9	23.9	-4.8	0.7	0.0	2.8
Cc1noc(C)c1CSCC(=O)Nc1cc(Cl)ccc1N1CCCCC1	-1.7	-26.5	1.6	-0.6	-24.6	.	22.3	-2.1	-13.3
CN(C)c1ccc(/C=N/OC(=O)Nc2ccccc2)cc1	0.7	-7.6	-12.0	1.5	16.2	16.1	-17.8	-1.2	-11.2
COc1ccccc1CC(=O)Nc1ccon1	-0.8	-4.0	7.9	0.4	6.7	-15.8	-5.6	0.4	-0.5
COc1ccc(CNC(=O)CC2C(=O)NCCN2C2Cc3ccccc3C2)cc1 (stereo unspecified)	-0.6	-13.0	-14.7	0.1	3.6	-6.0	-12.4	-1.2	-2.3
O=C(Nc1nc(-c2cccs2)c(-c2cccs2)s1)C1(c2ccccc2)CC1	-0.1	-35.1	11.2	-0.3	-8.1	-10.8	11.0	-0.1	1.1
COc1ccc(NC(=O)Nc2cccc3c2O[C@H](CN(C)C(=O)NC(C)C)[C@@H](C)CN([C@H](C)CO)C3=O)cc1	-0.1	-8.4	11.7	-0.5	-18.0	.	3.8	0.4	-5.7
CCOc1ncccc1C(=O)N1CCN(S(=O)(=O)c2ccc3ccccc3c2)CC1	2.1	-12.2	-2.3	1.9	3.2	-6.3	-2.2	0.3	-5.9
Cc1ccc(SCc2cc(=O)n3[nH]c(C)nc3n2)cc1	-0.8	2.2	15.5	0.0	-9.2	-6.7	-2.2	-0.2	-13.7
N#Cc1c(N)sc2c1CCN(CCc1ccccc1)C2	3.0	10.3	16.3	0.4	-5.1	-11.2	44.4	0.8	-7.5
O=C(O)Cn1nncc1-c1ccc(C(F)(F)F)cc1	.	.	-26.5	0.0	13.4	.	-3.4	.	.
Cc1[nH]c2ccccc2c1/C=C/C(=O)c1ccncc1	6.8	6.0	2.5	7.0	2.0	-5.1	2.7	5.5	-12.5
CC(=O)N1CCN(c2ccc(S(C)(=O)=O)cc2[N+](=O)[O-])CC1	1.4	-7.1	-7.8	5.7	21.1	-7.0	-6.7	0.7	-4.5
COc1cccc(-n2sc3c(c2=S)-c2cc(OC)ccc2NC3(C)C)c1	0.3	-9.9	-9.7	-0.1	11.2	-40.4	16.3	-1.2	-11.7
CCOC(=O)c1cc2c(C(F)(F)F)cc(-c3ccccc3)nc2o1	-0.2	-13.8	-11.3	0.5	16.9	-8.4	-11.7	-0.1	-10.4
O=C1C2CCCN2C(=O)N1CCCCN1CCN(c2cccc(Cl)c2)CC1 (stereo unspecified)	0.9	-21.5	-5.5	0.8	16.8	-5.5	-4.6	1.4	1.1
CCOC(=O)c1cccc(NC(=S)NC(=O)c2cccnc2)c1	0.0	-14.4	-21.5	1.4	33.5	2.2	-23.8	-2.3	-0.2
O=c1[nH]nc2c3ccccc3cnn12	0.5	-4.8	-2.2	0.1	0.7	-15.1	-5.7	-0.1	-4.3
O=C(CSc1ncccn1)N/N=C/c1cccc([N+](=O)[O-])c1	0.8	8.3	0.1	0.2	8.4	-2.4	-0.7	1.8	-3.1
Cc1ccccc1C(C(=O)NC1CCCCC1)N(C(=O)c1ccccn1)c1cccnc1 (stereo unspecified)	-1.0	-13.6	0.6	0.0	-4.9	3.1	-24.0	-0.8	-0.1
CC(CCNC(=O)c1ccccc1)(CCNC(=O)c1ccccc1)[N+](=O)[O-]	.	.	-7.2	-0.8	-13.5	.	-3.5	.	.
COc1cccc(CNC(=O)COc2cc3c(c4oc(=O)cc(C)c24)CCC(C)(C)O3)c1	1.0	-3.2	6.0	1.3	-10.7	14.2	57.8*	-0.8	-7.2
O=C(c1cc(Br)ccc1O)N1CCN(S(=O)(=O)Cc2ccccc2)CC1	10.9	-20.1	-2.2	3.2	9.2	.	-4.0	8.7	-4.6
CCN(c1ccccc1)S(=O)(=O)c1cccc(C(=O)N2CCN(S(=O)(=O)c3ccccc3)CC2)c1	5.3	-6.9	1.1	10.1	8.1	-11.6	46.9	2.0	-8.6
CC(C)(C)n1ncc2c(=O)n(CC(=O)NCc3ccccc3)cnc21	0.6	-6.5	-1.7	0.8	-0.2	-7.7	6.9	1.9	-4.6
CCC(=O)c1ccc(OCC(=O)N2CCN(C(=O)c3ccccc3)CC2)cc1	-0.1	-7.1	-12.9	0.8	20.6	.	6.9	1.0	-6.9
COc1ccc(-c2c(C)nn3c(N4CCC5(CC4)OCCO5)cc(C)nc23)cc1OC	-0.6	-18.9	-15.7	0.3	17.2	2.6	-6.6	-1.8	-7.5
CCCCN(C(=O)C1CC(=O)N(c2ccc(C)cc2)C1)c1c(N)n(CCC)c(=O)[nH]c1=O (stereo unspecified)	.	.	1.5	1.1	2.2	.	-22.2	.	.
CS(=O)(=O)c1ccccc1C(=O)Nc1ccccc1Cc1ccccc1	0.4	-22.9	-8.3	0.0	11.3	-12.5	-13.2	1.1	1.4
Cc1cc(S(=O)(=O)N2CCN=C2c2ccccc2)ccc1F	-0.1	-12.9	-2.8	0.4	7.3	-3.1	10.8	0.3	-0.6
N#CCCN1CCN(S(=O)(=O)c2ccc(C#N)cc2)CC1	-0.4	-3.8	7.8	-0.3	2.5	-6.3	0.9	-0.3	-4.2
COc1ccc(CN=CC2=C(O)CNC2=O)cc1	0.1	5.8	-1.5	-0.1	9.5	-9.3	3.5	1.5	-12.7
CN(C1CCCC1)C1CCN(C(=S)Nc2cc(F)cc(F)c2)CC1	1.3	-1.4	-10.8	0.8	18.9	-11.1	-33.3	0.3	-3.9
NC(=O)c1sc2nnc(-c3ccccc3)c(-c3ccccc3)c2c1N	1.8	-9.8	12.3	2.7	-13.8	-11.4	-4.1	1.5	3.3
COc1ccc(OC)c(S(=O)(=O)N2CCCc3ccccc32)c1	-0.3	-14.4	-1.7	0.4	11.4	-3.0	-34.2	-2.6	-14.4
CC(O)CNc1nc2ccccc2n1-c1ncnc2sc3c(c12)CCC3 (stereo unspecified)	3.1	-23.9	-11.0	2.6	20.9	-2.3	21.9	7.5	-20.9
Cc1ccc2sc(-c3ccc(NC(=O)CCN4C(=O)c5ccccc5C4=O)cc3)nc2c1	-0.2	-13.4	.	.	.	0.5	-11.5	-1.4	-2.1
COc1ccc(NC(=O)c2ccc(NC(=O)CN3CCN(c4ccccc4O)CC3)cc2)cc1	.	.	5.9	2.5	-8.8	.	13.1	.	.

A different layout for part of the listing above:
Fields – V1R ag counter	CHO parental Ca	CHO-K1 Ca antag	M1 ag parental	CHO-K1 Ca PAM	GPR7 antag	TAAR1 antagonist	OXTR ag	OXTR potentiator
> CC(O)CNc1nc2ccccc2n1-c1ncnc2sc3c(c12)CCC3 (stereo unspecified)
→ 3.1	-23.9	-11.0	2.6	20.9	-2.3	21.9	7.5	-20.9
> Cc1ccc2sc(-c3ccc(NC(=O)CCN4C(=O)c5ccccc5C4=O)cc3)nc2c1
→ -0.2	-13.4	.	.	.	0.5	-11.5	-1.4	-2.1

From PubChem BioAssay

Hits appear at their usual frequency, and some 3.5% of all compounds hit somewhere here.
